Screening results: PubChem BioAssay, several laboratories
GalR3 antagonist – blocks the human galanin receptor 3. O60755. HEK293 GalR3-CNG cAMP membrane potential fluorescence; galR3 body fused to GalR1 C-terminus. inhibition, % at 3 µM. 360,000 compounds, 0.44% hits;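 active = inhibition above the screen-wide average plus 3 SD, cut at about 13% in these data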;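 note: forskolin and galanin both at EC90 stimulate the cells; cAMP rise reported by CNG channel membrane potential dye signal; 0% = forskolin plus galanin with DMSO and 100% = forskolin alone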
VIM-2 inh – inhibitors of Pseudomonas aeruginosa VIM-2 metallo-beta-lactamase. purified VIM-2, nitrocefin hydrolysis, epi-absorbance fluorescence. inhibition, % at 5.6 µM. 290,000 compounds, 0.89% hits;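 active = inhibition above the mean of all tested compounds plus 3 SD, cutoff set per screening run, cut at about 7.5% in these data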;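 note: red hydrolysis product quenches plate fluorescence so inhibitors raise well fluorescence; 0% = enzyme with DMSO and 100% = DMSO without enzyme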
PHOSPHO1 inh – blocks human PHOSPHO1 phosphatase activity. Q8TCT1. recombinant PHOSPHO1, absorbance phosphatase assay. inhibition, % at 13.3 µM. 290,000 compounds, 1.1% hits; in the data active = inhibition above about 60%
Target sequence (Q8TCT1 whole entry, looked up): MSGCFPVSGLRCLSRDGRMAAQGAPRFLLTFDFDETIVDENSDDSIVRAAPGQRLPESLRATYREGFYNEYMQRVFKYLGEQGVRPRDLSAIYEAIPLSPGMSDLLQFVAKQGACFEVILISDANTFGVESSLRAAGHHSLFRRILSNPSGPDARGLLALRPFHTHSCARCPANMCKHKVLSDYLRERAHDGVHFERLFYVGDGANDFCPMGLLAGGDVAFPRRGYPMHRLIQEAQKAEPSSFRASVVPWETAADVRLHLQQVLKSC
HCV NS3 hel inh – HCV NS3 helicase inhibition. AID 1800. 290,000 compounds, 0.56% hits. NS3 helicase DNA unwinding, Cy5 molecular beacon fluorescence. inhibition, % at 10.9 µM;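 active = inhibition above the mean of all tested compounds plus 3 SD, set per campaign, cut at about 35% in these data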;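 note: 0% = DMSO wells and 100% = thioflavine S control wells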
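Control set: DMSO versus 110 µM thioflavine S; Material: NS3 helicase fragment of HCV; Measured by: Cy5 fluorescence at 0 and 60 min, beacon hairpin quenching; Read-out basis: percent inhibition from t60/t0 fluorescence ratio; Times: reaction time 60 min, 25 °C; Repeats: single replicate; Compound dosing: single dose, 10.9 µM nominal final, DMSO 0.8% final.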
FID counter – fluorescent intercalator displacement, NS3 helicase counter-screen; 290,000 compounds, 0.17% hits; inhibition, % at 7.9 µM; DNA fluorescent intercalator displacement, fluorescence; in the data active = inhibition above about 37%;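 note: 0% = vehicle and 100% = reference compound; higher means more ethidium bromide displaced from hairpin DNA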
IMP-1 inh – inhibitors of Pseudomonas aeruginosa IMP-1 metallo-beta-lactamase. 290,000 compounds, 0.45% hits. AID 1556. inhibition, % at 5.6 µM. purified IMP-1, nitrocefin hydrolysis, epi-absorbance fluorescence;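 active = inhibition above the mean plus 3 SD of all compounds in the same screening run, cut at about 4.5% in these data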;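 note: 0% = IMP-1 with DMSO and 100% = DMSO wells lacking enzyme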
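Material – recombinant IMP-1 enzyme, purified · Amount – IMP-1 0.2 nM before substrate addition · Medium – HEPES buffer pH 7.1 with ZnSO4 and Brij 35 · Timing – 25 °C, 15 min preincubation, 25 min reaction · Measured by – plate fluorescence quenching by hydrolysis product, ex 480/em 530 nm · Read-out – percent enzyme inhibition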
GPR7 antagonist – antagonists of human GPR7 (neuropeptides B/W receptor 1); GPR7-expressing cells, fluorescence antagonist assay; inhibition, % at 4.4 µM; 290,000 compounds, 1.1% hits; in the data active = inhibition above about 16%, passing the limit was not always enough;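 note: cells stimulated with the agonist NPW; 0% = agonist with vehicle and 100% = vehicle without agonist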
V1aR counter – counter-screen for oxytocin receptor agonists: human V1a receptor agonists | P37288 | CHO-V1R cells, Fluo-8 calcium fluorescence, agonist mode; 0% DMSO, 100% 3 nM vasopressin | activation, % at 3 µM | 320,000 compounds, 0.25% hits;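 active = activation above the mean activation of all tested compounds plus 3 SD, per screening run, cut at about 20% in these data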;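 note: signal is peak over basal fluorescence ratio across a 100 second FLIPR read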
Target sequence (P37288 whole entry, looked up): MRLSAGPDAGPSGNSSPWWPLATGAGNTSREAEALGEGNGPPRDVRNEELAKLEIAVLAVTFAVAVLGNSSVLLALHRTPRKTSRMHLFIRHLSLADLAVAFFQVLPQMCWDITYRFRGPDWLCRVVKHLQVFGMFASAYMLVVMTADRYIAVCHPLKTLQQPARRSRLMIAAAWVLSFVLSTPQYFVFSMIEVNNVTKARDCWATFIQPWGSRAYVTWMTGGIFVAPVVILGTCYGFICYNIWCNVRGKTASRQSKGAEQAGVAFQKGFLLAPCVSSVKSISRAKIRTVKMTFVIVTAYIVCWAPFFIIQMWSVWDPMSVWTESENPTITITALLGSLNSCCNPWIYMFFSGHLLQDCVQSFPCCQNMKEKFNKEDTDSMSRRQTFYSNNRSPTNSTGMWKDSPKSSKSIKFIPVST
OXTR agonist – agonists of human oxytocin receptor. P30559. CHO-OTR cells, Fluo-8 calcium fluorescence; normalized: DMSO 0%, oxytocin 100%. activation, % at 3 µM. 320,000 compounds, 0.32% hits. AID 2435;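 active = activation above the mean of all tested compounds plus 3 SD, cutoff set per screening run, cut at about 20% in these data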;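 note: peak over basal fluorescence ratio from a 100 s FLIPR kinetic read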
* hit, by the source's call; nt = not tested or not shown.

SMILES	GalR3 antagonist	VIM-2 inh	PHOSPHO1 inh	HCV NS3 hel inh	FID counter	IMP-1 inh	GPR7 antagonist	V1aR counter	OXTR agonist
COc1cc(NC(=O)CN2CC(c3ccccc3)CC2=O)cc(OC)c1 (stereo not given)	1	-3.1	-10	-1	-12	-2.2	-1	0.8	1.8
Cc1ccc2oc(Nc3nc(C)c(C)c(C)n3)nc2c1	3	-4.5	8	-4	-4	-1.1	-5	-0.5	-1.6
CCOC(=O)CON1C(=O)C(=O)N(OCC(=O)OCC)[C@H]2CCCC[C@H]21	-3	-3.2	37	2	-4	-1.9	-5	1.3	0.9
CCOc1ccc(CCNC(=O)c2ccc3nc(CC)c(CC)nc3c2)cc1	2	-6.2	34	2	-37	-1.0	-16	-0.4	-1.4
Cc1cc(=O)[nH]c(=O)n1Cc1ccccc1	-4	-2.8	-17	2	-3	-1.4	-5	0.8	1.1
Cc1cccc(OCC(=O)Nc2ccc(S(=O)(=O)Nc3onc(C)c3C)cc2)c1C	5	-2.2	32	6	-33	-2.5	-12	-0.2	-0.8
CCn1c2ccccc2c2cc(NC(=O)COC(=O)c3cc(Cl)c(N)cc3OC)ccc21	-5	-0.2	5	-18	-2	-0.8	12	0.6	-0.4
CCOc1cc(CN2CCC(n3nccc3NC(=O)C3CC3)CC2)ccc1O	-4	-2.1	14	2	9	-1.8	-2	-0.5	1.0
CC1Cc2cc(S(=O)(=O)N3CCN(C)CC3)ccc2N1C(=O)C1CC1 (stereo not given)	-7	3.1	1	10	18	2.5	-6	0.5	-0.3
CCOc1ccc(N2CC(=O)N(c3ccc(OCC)cc3)CC2=O)cc1	-4	0.8	-9	4	1	-0.7	1	-0.7	-0.9
CCN(CC)C(=O)C(=O)c1cn(CC(=O)N2CCc3ccccc3C2)c2ccccc12	-6	0.2	13	-5	-24	-2.9	-11	0.0	-1.1
COc1ccc(CCNC(=O)CN2C(=O)CSc3ccc(S(=O)(=O)N4CCOCC4)cc32)cc1OC	5	0.5	33	0	-26	-1.0	-2	0.8	0.2
Cc1cc(O)c(/C=N/Nc2ccccc2)c(=O)o1	1	-3.5	37	9	1	-2.9	-10	1.2	0.7
Cc1ccccc1C(=O)N(CC(=O)Nc1sc(C)c(C)c1C(N)=O)C1CCCC1	-10	-5.2	6	-14	-30	-2.9	4	3.0	1.7
CCOC(=O)c1ccc(NC(=O)COC(=O)Cc2csc(-c3ccccc3)n2)cc1	0	2.6	-11	1	-9	2.6	0	3.0	0.1
Cc1cc(C(=O)N/N=C/c2ccc([N+](=O)[O-])o2)c(C)o1	-6	-3.0	6	10	-6	-2.5	-17	-0.6	-1.2
CC(C)CN1C=C2C(=O)C(C)(OC(=O)CCc3ccccc3)C(=O)C=C2C=C1c1ccc(C#N)cc1 (stereo not given)	-1	nt	31	nt	nt	nt	nt	-0.7	-1.1
CSc1ccc(Cl)c(C(=O)NCCOc2ccccc2)c1	-1	-0.3	-6	1	-12	-0.8	-2	-0.4	-1.7
FC(F)(F)c1nnc2ccc(N3CCOCC3)nn12	-1	1.0	20	2	-4	-3.3	-11	0.0	-0.1
CN(C(=O)COc1ncnc2sccc12)c1ccccc1	6	1.1	-7	5	-3	-0.2	7	0.3	0.9
N#CC1=C(N)OC2=C(C(=O)CCC2)C1c1cc2c(cc1Cl)OCO2 (stereo not given)	-8	0.3	41	-1	-2	-0.5	2	-0.3	-0.3
COc1cc(Cl)c(C)cc1NC(=O)Cn1c(NCCO)nc2ccccc21	-2	-1.6	34	-53	21	-2.2	6	0.4	0.3
Oc1ccc(-c2n[nH]c(=S)n2-c2ccc3c(c2)OCCO3)c(O)c1	-5	17*	7	13	-12	-5.0	-7	-0.7	-0.1
COc1ccc(NC(=O)c2ccc3c(=O)n(-c4ccc(OC)cc4OC)c(=S)[nH]c3c2)c(OC)c1	-7	-1.1	28	-4	10	-3.9	4	11	8.7
NC(=O)C1(N2CCCCC2)CCN(S(=O)(=O)c2ccc(Cl)s2)CC1	4	-1.1	47	-2	4	-5.2	4	2.1	1.6
CC(Oc1ccc(Cl)cc1)C(=O)Nc1ncccn1 (stereo not given)	3	-1.1	9	5	-1	-3.2	3	-0.9	-0.3
CC(=O)Nc1ccc(S(=O)(=O)N2CCC(NC(C)=O)(c3cccc(F)c3)CC2)cc1	1	-1.3	-1	3	2	-4.9	-9	-0.8	0.8
Cc1cccc(OCc2ccc(C(=O)Nc3ccc(F)cc3)cc2)c1	-5	-1.4	9	-2	1	-3.9	-10	0.1	-1.6
COc1cccc(NC(=O)c2cc([N+](=O)[O-])ccc2NC(=O)CNCC2CCCO2)c1 (stereo not given)	0	-3.4	52	6	0	-3.6	-6	-1.4	-2.5
Cc1c(C#N)c(N)c(C(=O)c2ccccc2)n1Cc1ccccc1	3	-5.3	15	-5	-19	-4.8	-8	-0.7	-1.7
Cc1nc2nc(SCC(=O)NCc3ccco3)nn2c(C)c1Cc1c(F)cccc1Cl	-3	-3.9	56	1	-30	-3.0	-1	-0.2	-1.2
Cc1cc(=O)[nH]c(SCC(=O)N2CCCCC2)n1	-8	-1.1	24	0	2	-1.3	-14	-0.6	0.5
O=C(c1cccc(C(F)(F)F)c1)c1c[nH]c(C(=O)NCCCN2CCOCC2)c1	0	-0.1	28	-2	8	-1.8	-13	0.7	0.8
COCCCN1CN=C(NS(=O)(=O)c2ccc(C)cc2)NC1	4	-1.8	39	4	-5	-0.8	-9	0.2	-0.1
Cc1cc(OCC(=O)N2CCC(C(N)=O)CC2)c2c(C)cc(=O)oc2c1	-3	-1.9	8	-1	-13	-3.3	-3	-0.2	1.0
CCN(CC)S(=O)(=O)c1ccc(NCCc2ccccn2)nc1	-7	-1.9	28	6	-13	-2.0	-12	0.6	1.0
COc1ccc(/C=C2\N=C(SC)SC2=O)cc1OC	-4	-2.5	-11	-5	-5	-3.5	0	0.6	-1.1
CCOC(=O)N1CCN(C(=S)NC(=O)c2cc(Br)ccc2Cl)CC1	-1	-0.6	-23	15	-3	-2.4	-5	0.1	-0.8
N#Cc1c(/N=C/c2cccs2)sc2c1CCCCC2	-4	-0.6	39	3	-1	-1.9	12	0.5	-1.1
NC(=NC(=O)c1ccccc1)N1CCN(C(c2ccccc2)c2ccccc2)CC1	6	-2.8	46	-24	-7	-1.9	-10	0.4	-1.4
Cn1c(SCc2nc(-c3cccs3)no2)nnc1C1CCCCC1	-3	-0.6	-20	-13	-26	-1.9	-7	0.8	-1.4
O=C(CN1CCN(Cc2ccc(Cl)cc2)CC1)N/N=C/c1ccncc1	2	-4.8	-9	11	7	-1.9	-8	-0.1	1.9
CC(OC(=O)c1ccc(NC(=O)CC#N)cc1)C(=O)Nc1ccc(Oc2ccccc2)cc1 (stereo not given)	-5	-1.3	12	17	-17	-2.3	3	1.4	1.7

Whole records, quoted from the list. Screens in order: GalR3 antagonist, VIM-2 inh, PHOSPHO1 inh, HCV NS3 hel inh, FID counter, IMP-1 inh, GPR7 antagonist, V1aR counter, OXTR agonist
Record of CCOC(=O)N1CCN(C(=S)NC(=O)c2cc(Br)ccc2Cl)CC1 = -1, -0.6, -23, 15, -3, -2.4, -5, 0.1, -0.8
Record of O=C(CN1CCN(Cc2ccc(Cl)cc2)CC1)N/N=C/c1ccncc1 = 2, -4.8, -9, 11, 7, -1.9, -8, -0.1, 1.9
Record of Cn1c(SCc2nc(-c3cccs3)no2)nnc1C1CCCCC1 = -3, -0.6, -20, -13, -26, -1.9, -7, 0.8, -1.4
Record of COc1ccc(/C=C2\N=C(SC)SC2=O)cc1OC = -4, -2.5, -11, -5, -5, -3.5, 0, 0.6, -1.1
Record of O=C(c1cccc(C(F)(F)F)c1)c1c[nH]c(C(=O)NCCCN2CCOCC2)c1 = 0, -0.1, 28, -2, 8, -1.8, -13, 0.7, 0.8

Compounds above that have a CF3 group, in the order listed:
SMILES	GalR3 antagonist	VIM-2 inh	PHOSPHO1 inh	HCV NS3 hel inh	FID counter	IMP-1 inh	GPR7 antagonist	V1aR counter	OXTR agonist
FC(F)(F)c1nnc2ccc(N3CCOCC3)nn12	-1	1.0	20	2	-4	-3.3	-11	0.0	-0.1
O=C(c1cccc(C(F)(F)F)c1)c1c[nH]c(C(=O)NCCCN2CCOCC2)c1	0	-0.1	28	-2	8	-1.8	-13	0.7	0.8
